Screening data deposited in PubChem BioAssay by National Center for Advancing Translational Sciences (NCATS).
HTT aggregate – qHTS Multiplex Assay to Identify Dual Action Probes in a Cell Model of Huntington: Aggregate Formation (GFP); AID 1688, 2009; PC12 HttQ103-GFP aggregates, Acumen cytometry, 40 h; Potency, µM (highest dose often 46.1 µM), for the others: at the highest dose activity change, negative = inhibition, most hits filed as inhibitors; 220,000 compounds, 1.1% hits; note: potency is the fitted concentration of half-maximal effect; % is set by controls: 0 for no effect and ±100 for the full control effect; nearly all actives have a fitted effect of over 60% in size
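PC12 cells with ecdysone-inducible HTT exon1 Q103-GFP, induced by 100 nM tebufenozide, given compounds in a concentration series. GFP aggregates (1–25 um, 6 SD above background) counted in lysates by laser-scanning cytometry, 488 nm excitation.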
NPSR antagonist – qHTS Assay for Antagonists of the Neuropeptide S Receptor: cAMP Signal Transduction; Q6W5P4; CHO-NPSR cells, cAMP TR-FRET, antagonist mode; Potency, µM (top dose mostly 38.3 µM), for inactives: at the highest dose activity change, negative = inhibition, hits mostly inhibitors; 220,000 compounds, 1% hits; AID 1461, 2008; note: potency is the fitted concentration of half-maximal effect; % is set by controls: 0 for no effect and ±100 for the full control effect; nearly all actives have a fitted effect of over 50% in size; many of its hits are not listed in these tables
Target sequence (Q6W5P4 whole entry, looked up): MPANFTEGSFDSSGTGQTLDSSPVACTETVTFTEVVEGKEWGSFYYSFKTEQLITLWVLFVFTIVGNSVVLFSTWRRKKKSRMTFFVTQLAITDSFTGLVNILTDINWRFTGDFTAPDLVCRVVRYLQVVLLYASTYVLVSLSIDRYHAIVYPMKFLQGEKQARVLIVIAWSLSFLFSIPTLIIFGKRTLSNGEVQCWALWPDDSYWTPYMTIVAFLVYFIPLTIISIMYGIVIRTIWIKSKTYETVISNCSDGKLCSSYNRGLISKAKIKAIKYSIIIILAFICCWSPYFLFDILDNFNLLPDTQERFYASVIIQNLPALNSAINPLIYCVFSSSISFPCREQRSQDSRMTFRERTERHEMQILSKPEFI
Lamin A splicing – qHTS Assay for Modulators of Lamin A Splicing; HeLa LMNA splicing GFP/RFP minigene ratio, 48 h; Potency, µM (doses to about 46.1 µM), for the others: at the highest dose ratio change, negative = inhibition, usual class: inhibitors; 200,000 compounds, 0.01% hits; AID 1487, 2009; active = well fitted inhibition curve with a large enough effect in the signal ratio, with a control signal flat, not every such curve was filed as active; inconclusive = small, poorly fitted or top-dose-only effect, or effect the other way, or a change in a side signal; the % refers to the signal ratio; note: potency is the fitted concentration of half-maximal effect; % is set by controls: 0 for no effect and ±100 for the full control effect
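S3 HeLa cells stably expressing lamin A-EGFP splicing minigene plus DsRed2, 600 cells/well, 48 h compound exposure at 37C. Laser-scanning cytometry; analysed as GFP (500-530 nm)/RFP (575-640 nm) total intensity ratio; 0.5% DMSO vehicle.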
IMPase Li inh – qHTS Assay for Identifying the Cell-Membrane Permeable IMPase Inhibitors: Potentiation with Lithium | 210,000 compounds, 0.35% hits | Potency, µM (titrated, usually from 59.4 µM), for the others: at the top dose activity, negative = IMPase inhibition, hits mostly inhibitors | AID 1457, 2008 | CHO-M1 cells, IP1 TR-FRET (IP-One), carbachol + lithium;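 note: IP1 builds up when IMPase is blocked and the TR-FRET signal falls; potency is the fitted concentration of half-maximal effect; plate controls were basal vehicle for no effect and high inhibitor control for full effect; nearly all actives have a fitted effect of over 50% in size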
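CHO-M1, 2000 cells/well, 16–30 h culture; cpd + low Li+, 30 min 37C; lysis with d2-IP1/Eu-anti-IP1 Ab, 10 min RT; TR-FRET 665/620 ratio and 620 channel; AC50 via Hill.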
Luc counter – Counterscreen for Luciferase (Kinase-Glo TM) Inhibition. Luciferin 4-monooxygenase (Photuris pensylvanica), Q27757. Kinase-Glo luciferase, ATP luminescence, 8 min. Potency, µM (doses to about 38.3 µM), for the others: at the highest dose activity change, negative = inhibition, usual class: inhibitors. 200,000 compounds, 0.28% hits; note: potency is the fitted concentration of half-maximal effect; % is set by controls: 0 for no effect and ±100 for the full control effect; nearly all actives have a fitted effect of over 60% in size
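Light output from Kinase-Glo luciferase with luciferin and 10 uM ATP in 50 mM imidazole pH 7.2, KCl, MgCl2, Tween 20, BSA; compound pin-delivered, 8-min ambient incubation, then luminescence read.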
CBFb RUNX1 block – qHTS Assay for Compounds Blocking the Interaction Between CBF-beta and RUNX1 for the Treatment of Acute Myeloid Leukemia. Runt-related transcription factor 1 (Homo sapiens) + Core-binding factor subunit beta …. AlphaScreen CBFb-His/RUNX1-biotin binding, biochemical. Potency, µM (series often up to 59.8 µM), without a hit: at the top dose activity, negative = inhibition, most hits filed as inhibitors. 230,000 tested, under 10 active. AID 1477, 2009; note: % of control where 0% means no effect
Target sequence (Q01196 whole entry, looked up): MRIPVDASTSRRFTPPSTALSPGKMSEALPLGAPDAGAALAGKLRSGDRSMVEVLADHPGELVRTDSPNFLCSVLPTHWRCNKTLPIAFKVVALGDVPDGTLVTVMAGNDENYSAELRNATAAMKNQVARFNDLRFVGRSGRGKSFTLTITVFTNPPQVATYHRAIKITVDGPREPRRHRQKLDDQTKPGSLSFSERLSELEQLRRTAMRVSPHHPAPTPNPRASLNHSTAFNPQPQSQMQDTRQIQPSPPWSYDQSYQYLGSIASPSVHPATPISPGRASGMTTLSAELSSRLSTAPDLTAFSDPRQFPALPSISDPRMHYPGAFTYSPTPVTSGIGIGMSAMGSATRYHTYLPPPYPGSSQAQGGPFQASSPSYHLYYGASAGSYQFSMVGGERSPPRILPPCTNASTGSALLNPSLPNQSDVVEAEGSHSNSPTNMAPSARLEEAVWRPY
Target sequence (Q13951 whole entry, looked up): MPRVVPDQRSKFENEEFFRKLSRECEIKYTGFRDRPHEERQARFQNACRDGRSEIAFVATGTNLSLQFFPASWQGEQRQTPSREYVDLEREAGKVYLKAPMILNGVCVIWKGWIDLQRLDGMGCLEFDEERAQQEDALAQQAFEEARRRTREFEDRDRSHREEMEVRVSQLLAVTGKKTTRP
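AlphaScreen proximity signal reports loss of binding between His-tagged CBF-beta and biotin-labelled RUNX1, each at 30 nM. Proteins are pre-associated for 20 minutes, compounds added for 15 minutes, then beads for 90 minutes, all at ambient temperature.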
Epigenetic derep – Quantitative High-Throughput Screen for Regulators of Epigenetic Control | murine LDR cells, GFP reporter derepression, 30 h | Potency, µM (top dose mostly 53.9 µM), for the others: at the top dose GFP activation, usual class: activators | 280,000 compounds, 0.2% hits | AID 1865, 2009; note: potency is the fitted concentration of half-maximal effect; % of control where 0% means no effect; nearly all actives have a fitted effect of over 60% in size
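In this reporter-derepression format, murine cells bearing a silenced integrated CMV-GFP locus incubate with test compound (30 h, 37 C), then are washed and imaged; fluorescent objects of 20–120 um count as induced cells.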
Active calls of the source: *; ? = inconclusive; . = not tested or not shown; [ ] = dose if it differs, or a comment. Unless noted, calls come from the whole dose curve; as a rule, active = well fitted curve in the direction sought with a large enough effect; inconclusive = small, poorly fitted or top-dose-only effect, or another doubt; inactive = no such curve, though single readings can be large; an effect the other way counts as inactive or inconclusive.

1	O=C(CC1C(=O)NCCN1Cc1ccc(-c2ccccc2)cc1)NCC1CC1 (configuration not stated)
2	CC1COC2C(O1)N(S(C)(=O)=O)CCN2S(C)(=O)=O (configuration not stated)
3	Cc1ccc(/C=N/NC(=O)c2n[nH]c3c2CCCC3)cc1
4	O=S(=O)(c1ccc(Cl)s1)N1CCN(C/C=C/c2ccccc2)CC1
5	COc1ccc(-c2nc(CN3CCN(c4ccccc4OC)CC3)c(C)o2)cc1
6	COC(=O)c1cc(COc2ccc3oc(C)c(C(=O)OC(C)C)c3c2)c(C)o1

compound no.	1	2	3	4	5	6
HTT aggregate	27%[9.22 µM]	-6%[9.22 µM]	-26%[9.22 µM]	35µM*	4%[9.22 µM]	8%
NPSR antagonist	-14%	-2%[46.1 µM]	-5%	-18%[46.1 µM]	-12%	?
Lamin A splicing	20%[46 µM]	?	?	3%	-13%[46 µM]	?
IMPase Li inh	2%	-3%[38.3 µM]	.	-7%[38.3 µM]	15%	43%[activator][38.3 µM]
Luc counter	-2%	3%	.	-1%	1%	2%
CBFb RUNX1 block	14%	4%	6%	-1%	-8%	-4%
Epigenetic derep	4.6%	-6.9%	1.1%	-4.1%	-3.4%	2.0%

7	CSc1ccc(CNC(=O)c2c(C)noc2C)s1
8	Cc1nc2cc(NC(=O)N3c4ccccc4CC3C)ccc2n1C (configuration not stated)
9	O=C1C2C3C=CC(C2C(=O)N1c1ccc(O)cc1)C1C2C(=O)N(c4ccc(O)cc4)C(=O)C2C31 (configuration not stated)
10	CC1CCN(C(=O)CSc2nnc(-c3ccco3)o2)CC1
11	CCOc1cc(C=O)cc(Cl)c1OCC(N)=O
12	CCN(C(=O)COC(=O)c1[nH]c(=O)[nH]c(=O)c1N)c1ccccc1

compound no.	7	8	9	10	11	12
HTT aggregate	-21%[9.22 µM]	8%	7%[9.22 µM]	10%	6%	10%
NPSR antagonist	-22%	-5%[46.1 µM]	10%	-4%[46.1 µM]	11%	-9%
Lamin A splicing	.	-13%	.	-1%	.	-12%[46 µM]
IMPase Li inh	.	21%[38.3 µM]	.	-6%[38.3 µM]	5%	6%
Luc counter	.	-7%	.	12%	-2%	-1%
CBFb RUNX1 block	2%	0%	-5%	0%	17%	4%
Epigenetic derep	2.0%	0.0%	-4.3%	-0.9%	0.0%	1.3%

13	OCCC1CN(Cc2cnc(-c3ccccc3)s2)CCN1Cc1ccccc1 (configuration not stated)
14	CC1CCCC(C)N1/N=C/c1cc(Br)cc(Br)c1O (configuration not stated)
15	COc1cccc2c(=S)c(CCC(C)=O)c(C)[nH]c12
16	COc1ccc(Cl)cc1N1Cc2ccccc2C1
17	COC(=O)CC1C(C)(C)C(OC(C)=O)C2CC3C4CC(=O)OC(c5ccoc5)[C@]4(C)CCC3[C@@]1(C)C2=O (some centres not stated)
18	COc1ccc(-c2noc(CN(Cc3nccn3C)C(C)C)n2)cc1

compound no.	13	14	15	16	17	18
HTT aggregate	-8%[9.22 µM]	18%	32%	5%	.	2%[9.22 µM]
NPSR antagonist	-1%	-18%[46.1 µM]	9%	0%[46.1 µM]	.	2%
Lamin A splicing	.	0%	?	8%	.	.
IMPase Li inh	3%	.	10µM*	24%[38.3 µM]	10%	.
Luc counter	.	.	-2%	18%	-3%	.
CBFb RUNX1 block	17%	-1%	5%	-7%	-7%	0%
Epigenetic derep	1.1%	-0.9%	7.4%	-1.0%	-0.5%	0.0%

19	Cc1cc(C)c(NC(=S)N(CCCN2CCOCC2)Cc2cccnc2)c(C)c1
20	CC(Oc1ccc(O)cc1)(P(=O)(O)O)P(=O)(O)O
21	COc1ccc(S(=O)(=O)N2CC(O)CC2C(=O)OCC(=O)Nc2ccc(Cl)cn2)cc1 (configuration not stated)
22	CCCCN(C)c1ccc([N+](=O)[O-])cc1
23	CO/N=C/c1ccc(N2CCN(C(=O)c3ccc(C)cc3)CC2)c([N+](=O)[O-])c1
24	COC(=O)C1C(=O)c2c([nH]c(C(=O)OCCOC(C)C)c2C)CC1C (configuration not stated)

compound no.	19	20	21	22	23	24
HTT aggregate	-4%	.	2%	-1%	?	-13%
NPSR antagonist	-10%	.	9%[46.1 µM]	2%	-26%[46.1 µM]	-12%[46.1 µM]
Lamin A splicing	.	.	11%	8%	-10%	-7%
IMPase Li inh	8%	4%	17%[38.3 µM]	1%	21%[38.3 µM]	23%[38.3 µM]
Luc counter	-3%	0%	0%	-4%	-2%	-1%
CBFb RUNX1 block	-1%	1%[21.7 µM]	0%	1%	?	-1%
Epigenetic derep	-0.1%	-0.2%	0.0%	-0.9%	-1.1%	0.1%

25	COc1cc(O)c2c(c1)OC(c1ccc(O)cc1)CC2=O (configuration not stated)
26	CCN(CC)c1nc(C)c2c(c1C#N)CC(C)(C)OC2
27	COC(=O)c1cc(C(=O)Cc2ccccc2)c[nH]1
28	CC1CC(C)CN(C(=O)CN2CCN(Cc3ccc(Cl)cc3)C2=O)C1 (configuration not stated)
29	C/C(=N\NC(=S)NC(C)C)c1ccc2c(c1)OCCO2
30	CN(C)S(=O)(=O)c1cccc(-n2sc3ccccc3c2=O)c1

compound no.	25	26	27	28	29	30
HTT aggregate	10%[9.22 µM]	1%[9.22 µM]	-3%	-24%	17%	31%
NPSR antagonist	5%	-21%[46.1 µM]	8%	-6%[46.1 µM]	-22%	-16%
Lamin A splicing	.	4%	.	-2%	3%	7%[46 µM]
IMPase Li inh	-1%	5%[38.3 µM]	-8%	26%[38.3 µM]	3%	7%
Luc counter	.	-2%	-3%	-2%	3%	-7%
CBFb RUNX1 block	?	14%	6%	-2%	-5%	-11%
Epigenetic derep	-2.0%	2.0%	-1.2%	-0.2%	7.3%	-0.6%

31	Cc1ccc(NCC(=O)N/N=C\c2cccc(O)c2)cc1
32	CCS(=O)(=O)c1ccc2oc(=O)c(/C=C(\O)c3ccc(Cl)cc3)nc2c1
33	CCCOc1ccc(N2C(=O)CC(S/C(N)=N/N=C(\C)c3cccs3)C2=O)cc1 (configuration not stated)
34	O=C1C2(c3ccccc3)CN(CCO)CC1(c1ccccc1)CN(CCO)C2
35	CCN(CC)S(=O)(=O)c1cc(C(=O)Oc2cccc(-c3cnc4ccccc4n3)c2)ccc1Br
36	CC1CCN(C(=O)c2ccc(S(=O)(=O)N(C)C)cc2)C(C)C1 (configuration not stated)

compound no.	31	32	33	34	35	36
HTT aggregate	-20%[9.22 µM]	13%	27%	12%	-10%	-6%
NPSR antagonist	-2%	4%	-15%[46.1 µM]	-7%[46.1 µM]	-5%[46.1 µM]	-5%[46.1 µM]
Lamin A splicing	.	-7%[9.22 µM]	9%	3%	-5%	20%
IMPase Li inh	4%	2%	-9%[38.3 µM]	10%[38.3 µM]	-42%[38.3 µM]	29%[38.3 µM]
Luc counter	-2%	-6%	0%	-3%	-4%	-3%
CBFb RUNX1 block	0%	-9%	-3%	-2%	4%	-3%
Epigenetic derep	-0.7%[10.1 µM]	0.0%	-2.0%	0.0%	2.1%	-7.2%

37	Cc1ccc(CNS(=O)(=O)NCc2ccccc2)cc1
38	Cn1nnc2cc(NC(=O)N3CCN(c4ccccn4)CC3)ccc21
39	COc1ccc2[nH]c3c(c2c1)CCC/C3=N\N
40	COc1ccccc1NC(=O)CCn1cccc1
41	CC(/C=C/C1(O)C(C)CC(=O)CC1(C)C)OC1OC(CO)C(O)C(O)C1O (configuration not stated)
42	Nc1nc(CCl)nc(N(c2ccccc2)c2ccccc2)n1

compound no.	37	38	39	40	41	42
HTT aggregate	-13%	6%	-1%[9.22 µM]	?	25%[9.22 µM]	2%[9.22 µM]
NPSR antagonist	-8%[46.1 µM]	-17%[46.1 µM]	30%	7%[46.1 µM]	-12%	5%
Lamin A splicing	6%	7%	.	-5%	.	.
IMPase Li inh	17%[38.3 µM]	5%[38.3 µM]	.	7%[38.3 µM]	-4%	.
Luc counter	0%	1%	.	-3%	.	.
CBFb RUNX1 block	13%	6%	3%	2%	4%	2%
Epigenetic derep	-8.9%	2.9%	-0.7%	1.0%	-1.1%	0.0%

An excerpt of these results, with each value named.
[37] Cc1ccc(CNS(=O)(=O)NCc2ccccc2)cc1
  HTT aggregate: -13%
  NPSR antagonist: -8%[46.1 µM]
  Lamin A splicing: 6%
  IMPase Li inh: 17%[38.3 µM]
  Luc counter: 0%
  CBFb RUNX1 block: 13%
  Epigenetic derep: -8.9%
[38] Cn1nnc2cc(NC(=O)N3CCN(c4ccccn4)CC3)ccc21
  HTT aggregate: 6%
  NPSR antagonist: -17%[46.1 µM]
  Lamin A splicing: 7%
  IMPase Li inh: 5%[38.3 µM]
  Luc counter: 1%
  CBFb RUNX1 block: 6%
  Epigenetic derep: 2.9%
[39] COc1ccc2[nH]c3c(c2c1)CCC/C3=N\N
  HTT aggregate: -1%[9.22 µM]
  NPSR antagonist: 30%
  Lamin A splicing: .
  IMPase Li inh: .
  Luc counter: .
  CBFb RUNX1 block: 3%
  Epigenetic derep: -0.7%

Next results
43	C/C(=N\OCC(=O)Nn1c(=O)[nH]c2ccccc2c1=O)c1ccccc1
44	O=C(NCCCO)NC12CC3CC(CC(C3)C1)C2
45	O=C(CSc1nnc(-c2ccccn2)n1Cc1ccco1)c1ccc(Cl)cc1
46	CCOCCCNC(=O)/C(C#N)=C/c1cc(OC)c(O)c([N+](=O)[O-])c1
47	COc1cc(NC(=S)Nc2ccc(N(C)C(C)=O)cc2)cc(OC)c1
48	N/C(Cc1ccc(Cl)cc1Cl)=N\OC(=O)c1cccs1
49	CC(=O)NCC(=O)N[C@@H](CC(=O)OCc1ccccc1)C(=O)OCc1ccccc1

compound no.	43	44	45	46	47	48	49
HTT aggregate	-2%	?	22%	18%	-4%	-7%	16%[9.22 µM]
NPSR antagonist	31%	-15%[46.1 µM]	?	-31%	4%	-16%[46.1 µM]	-11%
Lamin A splicing	-5%	?	?	.	8%[46 µM]	-8%	.
IMPase Li inh	-3%	30%[38.3 µM]	-9%[38.3 µM]	16%	3%	43%[activator][38.3 µM]	.
Luc counter	0%	-2%	-1%	1%	-1%	5%	.
CBFb RUNX1 block	2%	0%	-28%	2%	-8%	5%	3%
Epigenetic derep	1.9%	0.1%	-1.6%	1.5%	-1.0%	3.5%	0.1%

A portion of the library; rates above refer to the full screens.
